PAX8 reporter: inhibitors of PAX8-driven TPO luciferase reporter, primary screen, RMG-I cells, single concentration. SteadyGlo, 24 h. inhibition, % at 12.6 µM. 360,000 compounds, 1.2% hits. AID 652154, 2013;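 active = mean replicate inhibition at least 60% with every replicate also reaching 60%; inconclusive = only one of the two criteria is met; inactive = mean below 60% and not all replicates reaching 60%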;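 note: luciferase light reporting Pax8 driven TPO promoter activity; plate controls were median of neutral control wells for no effect and mitoxantrone controls for full effect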
miR-122 sensor: miR-122 Renilla sensor signal increase in Huh7, primary screen, miR-122 inhibitor project, cell-based, single point, plate reader; Huh7 miR-122 Renilla luciferase sensor, 48 h; neutral wells = 0, positive control = 100; activation (reporter increase), % at 12.5 µM; 340,000 compounds, 0.3% hits; AID 602342, 2012;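 active = mean replicate activation score at least 90 and every replicate individually at or above 90; inconclusive = only one of the two criteria met; inactive = neither criterion met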;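 note: higher luciferase means less miR-122 activity so hits act as miR-122 inhibitors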
DENV2 CPE rescue: inhibitors of DENV2 cytopathic effect, primary screen, cell-based, plate reader, single concentration; 350,000 compounds, 1.7% hits; DENV2-infected cells, cytopathic effect rescue; CPE inhibition, % at 9.99 µM; AID 651640, 2012; in the data active = CPE inhibition above about 20%, passing the limit was not always enough; inconclusive = no clear call, values can overlap the other calls; tested in BHK-21 cells;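 note: 0% = median of neutral control wells and 100% = median of positive control wells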
FN deposit inh: inhibitors of fibronectin matrix deposition, primary screen, AH1F cells, Alexa488-fibronectin fluorescence, plate reader; AH1F fibroblasts, overnight; 350,000 compounds, 0.086% hits; inhibition, % at 12.6 µM;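 active = mean inhibition across replicates of 30% or more, regardless of how many single replicates reach that level; inconclusive = mean under 30% yet at least half of replicates reach 30%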;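 note: positive control wells lacked labelled fibronectin entirely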
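test system = AH1F fibroblasts assembling fluorescent fibronectin matrix | quantity = 10000 AH1F cells per well | buffer or medium = DMEM plus 2% serum, read in PBS | doses = single dose, pinned | incubation = 1 h cell attachment, overnight exposure to compound and label | detection = fluorescence at 485 nm excitation, 525 nm emission | read-out basis = inhibition from reduced deposited-fibronectin fluorescence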
INS-1E GSIS act: GLuc luminescence reporter in INS-1E cells, primary screen for activators of glucose-dependent secretion of insulin; activation, % at 16.6 µM; INS-1E GLuc reporter insulin secretion, 2-3 h; 370,000 compounds, 0.61% hits;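 active = lowest replicate activation of at least 40%, so every replicate reaches that level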;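 note: 0% = median of neutral control wells and 100% = median of IBMX positive control wells; some compounds called inactive have numbers as strong as hits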
EWS-Fli block: EWS/Fli-driven NR0B1 reporter inhibitors, primary screen, A673 cells, NR0B1 luciferase, luminescence, MLPCN library; 350,000 compounds, 0.67% hits; inhibition, % at 12.6 µM; viability-normalised;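 active = mean inhibition of at least 50% after viability correction, with every replicate also passing that limit; inconclusive = mean reaches 50% but only one of two replicates passes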;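 note: firefly luciferase signal divided by Alamar Blue viability fluorescence both relative to DMSO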
CFTR F508del cor: F508del CFTR correction, initial screen, CFBE line, single point; 350,000 compounds, 0.36% hits; activity (quench increase), % at 7.58 µM; CFBE cells, YFP halide quenching; stimulated with forskolin plus potentiator P3; % fluorescence drop versus neutral controls;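 active = mean added fluorescence quench of at least 8% versus neutral control, with both replicates also reaching 8%; inconclusive = only one of the mean or replicate conditions met; inactive = mean below 8% and not both replicates reaching 8%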;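 note: cells transiently co-express mutant CFTR-F508del with the halide-sensitive YFP; corrector assay measuring rescue of mutant channel to the surface after 24 h compound exposure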
Active calls of the source: *; ? = inconclusive; . = not tested or not shown; [ ] = another dose, or the depositor's remark. Rows were taken by chance; any-hit rate near 3.9%.

SMILES	PAX8 reporter	miR-122 sensor	DENV2 CPE rescue	FN deposit inh	INS-1E GSIS act	EWS-Fli block	CFTR F508del cor
O=C(NCc1ccccc1)[C@]1(C(F)(F)F)C[C@H](CCc2ccccc2)CCCO1	-13	.	3	2	-7	-1	1.4
O=C(Nc1ccc(C(=O)N2CCCC2)cc1)c1cccc(C(F)(F)F)c1	10	-6	15	13	48*	.	0.4
CSc1nc2sc3c(c2c(=S)[nH]1)CC(C)(C)OC3	21	.	-2	-3	-6	-4	1.8
C[C@H](NS(=O)(=O)c1ccc2c(c1)OCCCO2)C(=O)N1CCN(Cc2ccccc2)CC1	12	-6	6	1	-3	-2	2.3
COc1cccc(C(=O)Nc2cccc(OC(C)=O)c2)c1	.	.	-4	.	8	-59	-4.5
CCN(CC)S(=O)(=O)c1ccc(N2CCOCC2)c(NC(=O)c2nn(C(C)C)c(=O)c3ccccc23)c1	10	0	-12	4	-1	9	4.0
Cc1cc(C)c(S(=O)(=O)Nc2cccc(S(=O)(=O)N3CCOCC3)c2)c(C)c1	-2	?	5	7	3	.	-1.4
CCOc1ccc(NC(=O)CSc2nnc(Cc3cccn3C)n2-c2ccc(OC)cc2)cc1	.	.	-6	.	-1	1	-0.3
COc1ccccc1/C=C/C(=O)OCC(=O)c1c(N)n(C)c(=O)n(C)c1=O	10	-1	.	-3	30	.	.
COCCNC(=O)c1cn(C)c2ccccc2c1=O	19	.	-3	6	1	7	-0.2
COc1ccc(NC(=O)NN2CCOCC2)cc1OC	1	.	-1	-9	23	-4	-0.4
O=C(C1CCCN(C2CC(=O)N(c3ccc(F)cc3)C2=O)C1)N1CCCC1 (centres undefined)	5	-3	9	.	18	.	-1.5
C=CC[C@H](CC(=O)NCCO)C(=O)N[C@@H](COC(=O)[C@@H](CC=C)Cc1ccc(F)cc1)Cc1c[nH]c2ccccc12	9	0	5	-2	-15	-6	0.0
C[C@H](O)C#Cc1ccc2c(c1)O[C@@H](CN(C)C(=O)C1CCC1)[C@@H](C)CN([C@@H](C)CO)S2(=O)=O	.	-2[16.7 µM]	14	.	8	-3	-4.3
CCc1ccc2[nH]c3nc(SCC(=O)NCC4CCCO4)nnc3c2c1 (centres undefined)	1	2	-4	-1	-1	-11	3.5
CSc1ccc(C2C(C(=O)c3ccco3)=C(O)C(=O)N2c2nnc(SC)s2)cc1 (centres undefined)	-51	2	5	3	-4	-30	-2.9
C=C(C)C1CC=C(C)/C(=N/NC(=O)CCC(=O)Nc2ccccc2Cl)C1 (centres undefined)	-1	-5	1	5	3	19	-2.2
O=C(C1CCCCC1)N1C[C@@H](O)[C@H](n2cc(-c3ccc(F)cc3)nn2)C[C@@H]1c1ccc(Cl)cc1	11	4	-12	3	-35	-2	-1.8
Cc1noc(C)c1NC(=O)N(C)C[C@@H]1Oc2ncc(C#CC3CCCC3)cc2C(=O)N([C@H](C)CO)C[C@@H]1C	-14	-3[16.7 µM]	7	-17	-6	-8	-0.6
O=c1[nH]c(=O)n(C2CC(O)C(CO)O2)cc1I (centres undefined)	-19	34	7	9	6	1	-0.4

Other records.
SMILES	PAX8 reporter	miR-122 sensor	DENV2 CPE rescue	FN deposit inh	INS-1E GSIS act	EWS-Fli block	CFTR F508del cor
COc1ccc(CN2CCNC(=O)C2CC(=O)NCCCn2cccn2)c(OC)c1 (centres undefined)	-1	.	3	-2	-6	-11	0.7
COC(=O)[C@@]1(Cc2ccc(OC)cc2)[C@H]2c3cc(C(=O)N4CCCC4)n(CCO)c3C[C@H]2CN1C(=O)c1ccccc1	-3	.	9	1	2	-1	-1.6
Cc1cccc(-c2ccc([C@H]3[C@@H](CO)N4CCCCN(Cc5cccnc5)C[C@H]34)cc2)c1	1	-14[16.7 µM]	-9	.	-6	.	0.1
COC(=O)C1=C(CS(=O)(=O)c2ccc(OC)c(OC)c2)NC(=O)NC1c1ccc(O)c(OC)c1 (centres undefined)	-6	3	6	-5	12	.	1.2
CO[C@H]1CN(C)C(=O)c2cc(NC(=O)C3CC3)ccc2OC[C@H](C)N(Cc2ccccc2)C[C@@H]1C	.	2[16.7 µM]	8	1	-17	2	-2.6
C[C@@H]1CN([C@H](C)CO)C(=O)c2cc(NC(=O)Nc3ccccc3)ccc2O[C@@H]1CN(C)Cc1ccc2c(c1)OCO2	9	-5[16.7 µM]	?	.	-19	10	-0.7
C[C@@H](O)C#Cc1ccc([C@@H]2[C@@H](CO)N3CCCCN(C(=O)Nc4ccccc4)C[C@H]23)cc1	-30	-4[16.7 µM]	-7	.	14	-6	2.6
CC(=O)Oc1ccccc1N(C(C)=O)S(=O)(=O)c1ccc(C)cc1	15	0	1	-6	-8	-1	-0.6
Cc1cc(C)c2sc(N)nc2c1	-7	7	-6	-1	17	0	-0.9
Cc1ccc(C)c(S(=O)(=O)N2CCN(C(=O)Cc3ccc(S(=O)(=O)N4CCOCC4)s3)CC2)c1	15	-4	-3	1	-14	7	0.6
O=C(Nc1ccccc1Cl)N1CCN(c2ccc3nncn3n2)CC1	11	-6	5	-9	.	-4	-2.1
Cc1ccc(/C=C2\SC(=S)N(CCC(=O)N3CCOCC3)C2=O)cc1	-9	-1	0	7	-14	-27	-2.2
O=C(N[C@@H]1CC[C@@H](CCNS(=O)(=O)c2ccccc2)O[C@@H]1CO)c1cccc(F)c1	1	.	1	-4	-9	-2	-0.3
CCOC(=O)C1=C(N)n2c(s/c(=C\c3cccnc3)c2=O)=C(C#N)C1c1cccnc1 (centres undefined)	-17	.	0	6	14	1	1.3
O=C(CSc1nnc(SCc2ccccc2Cl)s1)N/N=C/c1ccc(C(=O)O)cc1	-32	-5	17	14	6	-7	1.2
COC(=O)c1ccc(NC(=S)NCCc2ccccc2C)cc1	-6	.	.	7	-6	.	.
CCc1ccc(OCC2c3cc(OC)c(OC)cc3CCN2C(=S)NC)cc1 (centres undefined)	-15	.	8	5	-10	20	-0.6
CCOC(=O)c1c(Cc2ccccc2)c[nH]c1C	-20	.	-4	-5	-8	-36	-1.2
N#Cc1cccnc1Oc1ccccc1	-9	-1	-4	7	-8	0	1.1
Cc1noc(C)c1S(=O)(=O)Nc1ccc2c(c1)C(=O)N([C@H](C)CO)C[C@@H](C)[C@H](CN(C)C(=O)Nc1ccccc1)OCCCC[C@@H](C)O2	6	5[16.7 µM]	2	-8	-22	11	1.8

Next section.
SMILES	PAX8 reporter	miR-122 sensor	DENV2 CPE rescue	FN deposit inh	INS-1E GSIS act	EWS-Fli block	CFTR F508del cor
CC(C)=C(NC(=O)c1ccccc1)C(=O)NC(Cc1ccccc1)C(=O)O (centres undefined)	0	.	8	1	5	6	-1.0
COc1ccc(S(=O)(=O)N(C)C[C@H]2Oc3c(NS(=O)(=O)c4cccs4)cccc3C(=O)N([C@@H](C)CO)C[C@H]2C)cc1	20	-1[16.7 µM]	9	.	1	-8	-5.1
CC(=O)Nc1ccc(S(=O)(=O)NC2CC(=O)N(c3ccc(C)c(C)c3)C2)cc1 (centres undefined)	-3	-3	-1	12	7	1	-0.3
Nc1ccccc1-c1nc2ccccc2s1	-130	-9	-3	3	-4	-87	-1.9
COc1cccc(CNC(=O)C(=O)NCCC2CCCCN2S(=O)(=O)c2ccccc2)c1 (centres undefined)	7	.	-6	4	-30	-2	1.3
CC(C)(C)NC(=O)CCc1ncc(C(F)(F)F)cc1Cl	-4	-17	-5	5	12	8	0.9
CCN(CC)CCCNc1ncnc2ccccc12	9	0	6	.	20	-1	-2.1
COC(=O)c1ccc(N2CCN(C(C)=O)CC2)c(NC(=O)c2cccnc2)c1	-11	.	-6	.	-1	-4	1.0
Cc1cc(NC(=O)CSc2nc3c(c(=O)n(C)c(=O)n3C)n2C(C)C)no1	.	-4	1	.	3	3	1.5
O=C(N/N=C/c1cn(-c2ccccc2)nc1-c1cccnc1)c1ccccc1	12	.	3	.	10	1	.
COc1ccc(-c2ccc(SCC(=O)N3CCCC3)nn2)cc1OC	.	-3	.	10	81*	.	.
COc1ccc(NS(=O)(=O)c2cccc3nsnc23)cc1Cl	9	45	-1	-10	-31	-1	0.4
Cc1cccc(-c2oc3ccc(-c4ccc5c(c4)OCO5)cc3c2C#Cc2cncn2C)c1	-11	0	2	9	-14	-8	3.2
COC(=O)C[C@H]1CC[C@H]2[C@H](COc3ccc(NC(=O)Nc4cc(C)cc(C)c4)cc3C(=O)N2C)O1	-4	.	-1	-2	-5	5	.
COc1ccc2c3c([nH]c2c1)[C@H](CO)N(C(=O)c1ccc(F)cc1)CC31CCN(S(=O)(=O)c2cccs2)CC1	-3	.	5	7	1	12	2.2
c1cncc(Cc2cc3ccccc3[nH]2)c1	23	-7	.	.	8	.	.
Cc1ccc(S(=O)(=O)N(C)[C@H]2C[C@H]3c4cc(-c5ccc6c(c5)OCO6)ccc4CCN3C[C@H]2[C@H](C)O)cc1	29	.	32*	-13	18	0	-0.6
Cc1ccc(OCCn2cccn2)c(C)c1	5	-26	-1	-7	-7	1	2.1
NS(=O)(=O)c1ccc(Sc2ccc3ccccc3c2)nc1	-17	-4	-7	-5	-7	0	1.9
C[C@H]1CN([C@@H](C)CO)C(=O)Cc2cc(NS(=O)(=O)c3cn(C)cn3)ccc2O[C@H]1CN(C)Cc1ccc(Cl)c(Cl)c1	-2	4[16.7 µM]	-1	.	-25	0	-1.8

New compounds follow
SMILES	PAX8 reporter	miR-122 sensor	DENV2 CPE rescue	FN deposit inh	INS-1E GSIS act	EWS-Fli block	CFTR F508del cor
CCC(CO)Oc1cc(NC(=O)c2cccc(Cl)c2)c2ncn(C(C)C)c2c1 (centres undefined)	17	1	?	-10	-4	3	-1.3
CC1CCCC(C)N1C(=O)COC(=O)Cc1ccc(Cl)cc1 (centres undefined)	-6	-4	3	-2	-8	-11	0.4
CSc1nnc2c(n1)OC1(Nc3ccccc3-2)C(=O)Nc2ccccc21 (centres undefined)	8	2	4	1	-6	19	-2.0
C[C@@H]1CN([C@H](C)CO)C(=O)c2cc(-c3cccc(C(=O)N(C)C)c3)cnc2O[C@@H]1CN(C)S(=O)(=O)c1ccccc1	4	.	-1	3	3	6	1.5

Quoted from the listing:
INS-1E GSIS act result of CC1CCCC(C)N1C(=O)COC(=O)Cc1ccc(Cl)cc1 (centres undefined) is entered as -8
CFTR F508del cor result of C[C@@H]1CN([C@H](C)CO)C(=O)c2cc(-c3cccc(C(=O)N(C)C)c3)cnc2O[C@@H]1CN(C)S(=O)(=O)c1ccccc1 is entered as 1.5

Compound activity from PubChem BioAssay.
